EP2 mod = EP2 receptor (human) modulation | AID 940 | P43116 | induction, % at 25 µM | hit rate 0.83% among 260,000 | EP2-expressing cells, cAMP HTRF FRET, PGE2 co-stimulation;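 active = compounds whose cAMP rise, as percent of the full-agonist control response, exceeds 60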;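 also: rat C6 glioma line stably carrying human EP2 under a CMV promoter; the protocol text gives 20 µM as final concentration; 100% = response of wells given 1 µM PGE2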
Target sequence (P43116 whole entry, looked up): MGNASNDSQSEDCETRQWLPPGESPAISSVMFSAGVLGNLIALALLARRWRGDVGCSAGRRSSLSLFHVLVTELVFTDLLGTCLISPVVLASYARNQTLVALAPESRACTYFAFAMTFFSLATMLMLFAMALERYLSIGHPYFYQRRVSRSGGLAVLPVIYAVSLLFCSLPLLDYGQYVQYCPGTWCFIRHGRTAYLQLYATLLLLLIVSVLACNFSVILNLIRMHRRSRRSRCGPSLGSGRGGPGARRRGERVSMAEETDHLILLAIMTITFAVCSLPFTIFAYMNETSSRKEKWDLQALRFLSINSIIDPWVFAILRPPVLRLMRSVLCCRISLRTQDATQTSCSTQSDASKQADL
EP2 antag = blocks the human prostaglandin E2 receptor EP2 | P43116 | C6 glioma cells expressing human EP2, cAMP TR-FRET; cells stimulated with saturating PGE2 | inhibition, % at 25 µM | hit rate 0.52% among 260,000;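 active = percent inhibition above 40 after rounding to a whole number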;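 also: rat C6 glioma host cells with rolipram phosphodiesterase inhibitor present; the protocol text gives 20 µM as final concentration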
Numbers without * were called inactive; & = joins results of further samples. An excerpt. The share of hits here may be higher or lower than overall.

smiles	EP2 mod	EP2 antag
COCCCn1c(=N)c(C(=O)NCC2CCCO2)cc2c(=O)n3cc(C)ccc3nc21 (centres undefined)	4	13
COCCN=C1Sc2nc3cc4c(cc3cc2CN1Cc1ccco1)OCO4	37	10
CCOC(=O)C1CCN(C(=O)CN(c2cccc(Cl)c2Cl)S(C)(=O)=O)CC1	-19	13
O=C(Cc1cccs1)Nc1cccc(C(=O)O)c1	7	13
COc1ccc(CN(Cc2nc3ccccc3c(=O)[nH]2)C(=O)C2CC2)cc1	-25	8
c1nc2nc3c(c(NCc4ccc5c(c4)OCO5)n2n1)CCC3	-30	14
COc1ccccc1C(=O)N(Cc1ccc2c(c1)OCO2)Cc1cc2c(C)cc(C)cc2[nH]c1=O	-9	9
COc1ccc2[nH]c(=O)c(C(c3nnnn3C3CCCCC3)N3CCC(C)CC3)cc2c1 (centres undefined)	13	5
COC(=O)c1cccc(NC(=O)NC2CC3CCCC(C2)N3Cc2ccco2)c1 (centres undefined)	-87	12
COc1ccc(C(NC(=O)c2cc(-c3ccccn3)n[nH]2)c2ccncc2)cc1 (centres undefined)	-8	6
CN(C)Cc1cc(C(C)(C)C)cc(CN(C)C)c1O	9	18
Cc1ccc(S(=O)(=O)N(C)CC(=O)N2CCC(C(N)=O)CC2)cc1	2	10
O=C(Nc1ccc(-c2nc3ccccc3s2)c(Cl)c1)c1cccnc1	-79	13
c1ccc(-n2nnnc2CSc2nc3ccccc3[nH]2)cc1	-37	5
COc1cccc(OC)c1C(=O)Nc1cc(-c2nc3ccccc3o2)ccc1Cl	-1	10
CC(C)C(=O)c1cn(CC(=O)Nc2ccc(F)cc2)c2ccccc12	-57	9
CCOC(=O)c1cnc(SCC(=O)Nc2cccc(C)c2)nc1N	-76	9
Cc1cccc(NC(=O)CSc2nc3ccccc3n2CC(=O)N2CCC(C)CC2)c1C	7	6
Cc1[nH][nH]c(=O)c1C(c1ccc(-c2cccc(Cl)c2Cl)o1)c1c(C)[nH][nH]c1=O	-101	18
CCc1cc2cc(OC)ccc2nc1SCC(=O)Nc1ccccc1OC	45	11
Cc1c(C(=O)NC(c2ccccc2)c2cccnc2)oc2c(C)cccc12 (centres undefined)	34	8
NC(=NCCC[C@H](N)C(=O)O)NO	26	12
COC(=O)c1c(NC(=O)/C=C/C(=O)O)sc2c1CCCC2	-34	7
O=C(CCN1Cc2ccccc2C1=O)Nc1cnn(Cc2ccc(F)cc2)c1	-49	7
CN1CCN(C(=O)c2c(NC(=O)c3ccco3)sc3c2CCCC3)CC1	28	17

Continuation.
smiles	EP2 mod	EP2 antag
Cc1cc(C(F)(F)F)c2c(NCc3ccc4ccccc4n3)n[nH]c2n1	-59	8
CCCOc1cccc(C2C(C(=O)c3ccco3)=C(O)C(=O)N2c2nnc(C)s2)c1 (centres undefined)	-11	24
Cc1ccc(N(C(=O)c2csnn2)C(C(=O)NC(C)(C)C)c2ccccn2)c(C)c1 (centres undefined)	-7	14
O=C(c1cccc2cccnc12)N1C2CCC1CC(c1ccc(F)cc1)C2 (centres undefined)	-20	11
C=Cc1c(C)c2cc3[nH]c(cc4nc(cc5nc(cc1[nH]2)C(C)=C5CCC(=O)O)C(CCC(=O)O)=C4C)c(C)c3C=C	29&24	18&21&17
NC1=C(O)C(=O)[C@H](c2c[nH]c3ccc(OCc4ccccc4)cc23)O1	4	7
Cn1c(-c2cc3ccccc3o2)n[nH]c1=S	-3	30
Cc1nn(C(C)C(N)=O)c(=O)c2cc3ccsc3n12 (centres undefined)	-14	11
CC(C)NC(=O)Cn1c2ccccc2n2c(SCC(=O)N3CCCc4ccccc43)nnc12	16	12
C1CCC(N2CCN(C3CCCC3)CC2)CC1	-6	11
CN(C)c1nc2c(c(=O)[nH]c(=O)n2C)n1CCCc1ccccc1	-22	7
COc1ccc2[nH]c(=O)c(C(c3nnnn3Cc3ccccc3)N3CCOCC3)cc2c1 (centres undefined)	34	17
COc1cc(C(=O)Nc2ccc(NC(=O)c3cccs3)nc2)cc(OC)c1OC	6	10
Cc1occc1-c1nn(C2CCN(S(=O)(=O)N(C)C)CC2)c(=O)o1	-53	15
CCCCN1CCC(COC(=O)c2cc(Cl)c(N)c3c2OCCO3)CC1	-6	9
CCn1c(COc2ccc(OC)cc2)nnc1SCC(=O)Nc1ccc(Br)cc1	-27	6
O=C1CCC(C2CCC(=O)N2)N1 (centres undefined)	14	10
CC1CCN(CC(O)c2ccc3c(c2)CCCN3C(=O)c2ccccc2F)CC1 (centres undefined)	-44	6
Cc1ccc(C)c2[nH]c(=O)c(CN(CCCO)C(=S)Nc3ccccc3)cc12	-44	5
CCOc1ccc2[nH]c(=O)c(C(c3nnnn3CCOC)N3CCN(c4ccccc4)CC3)cc2c1 (centres undefined)	-18	10
Nc1cc(-c2cccs2)nn(CC(=O)NC23CC4CC(CC(C4)C2)C3)c1=O	-90	6
Cc1sc2ccc(Cl)cc2[n+]1CC(O)CS(=O)(=O)[O-] (centres undefined)	-26	9
O=C(O)C(Cc1cccs1)C(=O)O	27	4
CCOc1ccc(C2C(C(=O)c3ccc(C)o3)=C(O)C(=O)N2CCOC)cc1OC (centres undefined)	-16	17
COc1nc(-c2ccc(Cl)cc2)ccc1-c1noc(C(C)C)n1	45	18

More structures follow:
smiles	EP2 mod	EP2 antag
O=C(Nc1ccccc1C(=O)N1CCCC1)c1ncoc1-c1ccccc1F	-35	2
COc1ccc(OCC(=O)Nc2cccc(NC(=O)c3cccs3)c2)cc1	-81	10
O=C(CSc1ccc(-c2ccccc2)nn1)N1CCCC1	-22	9
CCn1cc(C(=O)N2CCC(n3c(C)nc4sc(C)c(C)c4c3=O)CC2)cn1	-5	-1
CCC(C)(C)n1nnnc1CN(Cc1ccc(OC)cc1)Cc1cc2ccc(C)cc2[nH]c1=O	10	10
CCn1c(SCC(=O)N2CCCC(C)C2)nnc1-c1ccco1 (centres undefined)	71*	8
CCN1c2ncccc2C(=O)NC12CCN(C(=O)c1ccco1)CC2	-29	4
COc1ccccc1NC(=O)CN1C(=O)COc2ccc(C)cc21	-45	10
CCc1ccc2nc(SCC(=O)Nc3sc4c(c3C#N)CCCC4)c(C#N)cc2c1	-3	14
Cc1ccc(C)c(NC(=O)CSc2nnnn2-c2ccc3c(c2)OCCO3)c1	-69	10
CCc1nnc(NC(=O)C2CCN(S(=O)(=O)c3ccc(C)c(Cl)c3)CC2)s1	-6	10
CCNC(=S)N(CCCO)Cc1cc2cc(C)c(C)cc2[nH]c1=O	-31	9
C=CCn1cc(CN(Cc2ccccc2)CC2CCCO2)c(C)n1 (centres undefined)	3	5
CCOC(=O)C(C)n1cnc2scc(-c3ccc(C)c(C)c3)c2c1=O (centres undefined)	39	16
CCCn1nc(Oc2nc(NCC)cc(OC)n2)ccc1=O	18	12
Cc1cccc(NC(=S)Nc2ccccc2)n1	-6	13
Cc1ccc2cc(CN(CC3CCCO3)C(=S)Nc3cccc(Cl)c3)c(=O)[nH]c2c1 (centres undefined)	17	8
O=C(c1ncoc1-c1ccccc1F)N1CCN(c2nc3ccccc3s2)CC1	-40	7
CCc1ccc2nc(SCC(=O)c3ccc4c(c3)OCCO4)c(C#N)cc2c1	-50	8
CCC(C)(C)n1nnnc1C(C(C)C)N(Cc1cc2cc(C)cc(C)c2[nH]c1=O)CC1CCCO1 (centres undefined)	4	8
O=C(CN1CCC(N2CCCCC2)CC1)NCC1CCCO1 (centres undefined)	10	10
C[C@@]12C[C@H](O)[C@@H]3[C@H](CCC4=CC(=O)CC[C@]43C)[C@H]1CC[C@H]2c1csc(-c2ccccc2)n1	36	40*
COc1ccc(C(=O)[C@H]2CCCN(C(=O)c3cc(-c4cccs4)[nH]n3)C2)cc1	-80	8
CC1=CC(=O)CC(C)(C)C1(O)/C=C/C(C)=C\C(=O)O (centres undefined)	6	11
COc1ccccc1NC(=O)CSc1nnc(CSCc2ccc(F)cc2)n1C	-45	6

Shown field by field: part of the list above.
Structure: COc1ccccc1NC(=O)CN1C(=O)COc2ccc(C)cc21
  EP2 mod: -45; EP2 antag: 10
Structure: CCc1ccc2nc(SCC(=O)Nc3sc4c(c3C#N)CCCC4)c(C#N)cc2c1
  EP2 mod: -3; EP2 antag: 14
Structure: Cc1ccc(C)c(NC(=O)CSc2nnnn2-c2ccc3c(c2)OCCO3)c1
  EP2 mod: -69; EP2 antag: 10
Structure: CCc1nnc(NC(=O)C2CCN(S(=O)(=O)c3ccc(C)c(Cl)c3)CC2)s1
  EP2 mod: -6; EP2 antag: 10

New compounds follow
structure,EP2 mod,EP2 antag
CCc1ccc2[nH]c(=O)c(CN(C(=O)Nc3ccccc3F)C3CCCC3)cc2c1,30,17
COc1ccc(N2C(N)=C(C#N)C(c3ccc(O)c(OC)c3)C3=C2CCCC3=O)cc1 (centres undefined),-15,9
Cn1c(=O)[nH]c(=O)c2c1nc1n2CC(c2ccccc2)=NN1,-30,7
COc1ccc(CN2CCn3c(CO)nnc3C2)cc1OCc1ccccc1F,-16,4
COc1ccc(S(=O)(=O)N2CCCC(C(=O)NCc3ccc(C)cc3)C2)cc1 (centres undefined),-20,6
CC[N+](C)(C)CC[N+](C)(CC)Cc1cc2ccccc2o1 (centres undefined),-16,10
c1cc(CNC2CCCCC2)co1,-25,7
C=CCc1c(C)[nH]c2ccc(Br)cc2c1=O,-27,10
Cn1c(=O)sc2cc(S(=O)(=O)Nc3ccc(Oc4cccnc4)cc3)ccc21,-85,5
CN1CCCC[C@@H]1CCN1c2ccccc2Sc2ccc(S(C)=O)cc21 (some centres undefined),13,44*
COc1ccc(F)c(C2C3CN(C(=O)OC(C)(C)C)CC=C3C(C#N)=C(N)C2(C#N)C#N)c1 (centres undefined),-46,10
Cc1c(C(=O)N2CCOCC2)sc(NC(=O)CCCOc2ccc(Cl)cc2Cl)c1C#N,-44,15
Cn1nc([N+](=O)[O-])nc1Sc1ccccn1,-7,8
CNC(=O)c1c(O)c2cc(OC)c(OC)cc2[nH]c1=O,2,8
COc1ccccc1NC(=O)CSc1nnc(-c2ccccn2)n1-c1ccccc1OC,-15,18
Cc1ccc(NC(=O)CCN2CC(C)CC(C)C2)cc1C (centres undefined),-24,8
CCOc1ccc2[nH]c(=O)c(CN(Cc3nnnn3C3CCCCC3)C3CCCCC3)cc2c1,58,11
C[C@@H](Cn1nc(-c2cccs2)oc1=O)NC(=O)CCc1nn(C)c(=O)c2ccccc12,-48,9
COc1ccc(C(=O)O)c(O)c1OC,24,6
CC(N)c1ccc2c(c1)OCCO2 (centres undefined),-32,10

Reprinted from the part before: 2 entries, then new ones.
structure,EP2 mod,EP2 antag
COc1ccc(C(=O)O)c(O)c1OC,24,6
CC(N)c1ccc2c(c1)OCCO2 (centres undefined),-32,10
COc1ccc(OC)c(-c2csc(N(C)C(=O)c3cc(OC)c(OC)c(OC)c3)n2)c1,-13,4
COc1ccc(OC)c(/C=C2/N=C(c3ccc(NC(C)=O)cc3)OC2=O)c1,-40,9
O=C(NC1CCCC1)C(c1ccncc1)N(C(=O)c1csnn1)c1cccc(F)c1 (centres undefined),-16,32
CCOc1ccc2cc3c(N)c(C(=O)Nc4ccccc4F)sc3nc2c1,-11,16
Nc1ccc(C(=O)O)c(O)c1 (tested in a mixture with another compound),14,13
COc1ccc(-n2nnnc2SCC(=O)Nc2cccc(Cl)c2)cc1,-101,8
Cc1ccc(C(c2nnnn2C2CCCC2)N2CCCC2)cc1 (centres undefined),2,7
Cc1ccc(-c2nnn(CC(=O)N(c3ccccc3)C(C(=O)NC3CCCC3)c3ccc(C)o3)n2)o1 (centres undefined),-3,7
Cc1cc(C)c(NS(=O)(=O)c2cccs2)c(C)c1,60,16
COc1cc(OC)cc(-c2nnc(SC)o2)c1,52,28
O=C(Nc1ccc2ncccc2c1)c1ccccc1Br,-57,4
O=C(Cc1c(F)cccc1Cl)NC1(c2ccc3c(c2)OCO3)CCCC1,4,7
COc1cc(-c2cc(-c3ccc(F)cc3)[nH]c(=O)c2C#N)cc(OC)c1OC,28,22
COc1ccc(-c2ocnc2C(=O)NCc2cccnc2)cc1OC,-15,15
O=C(NC1CCCCC1)c1ccc2nc(NC(=O)c3ccccc3F)sc2c1,-41,6
Cc1cc(OC(=O)c2c(C)cc(O)cc2O)cc(O)c1C(=O)O,6,12
O=C(O)CCCN=C1NC(=O)CC(=O)N1,-5,15
Cc1cccc(Nc2ncc(F)c(N3CCOCC3)n2)c1C,12,10
COc1cccc(/C(O)=C2/C(=O)C(=O)N(CCCN(C)C)C2c2ccco2)c1 (centres undefined),-11,16
Cc1cc(C)c2c(c1)cc(C)c1nnc(SCc3ccccn3)n12,10,3

Later entries
structure,EP2 mod,EP2 antag
Cc1cc2cc(CN(CCN(C)C)C(=S)Nc3cccc(Cl)c3)c(=O)[nH]c2cc1C,-67,15
CN(C)c1ccc(NC(=O)CSc2ncn[nH]2)cc1,-32,8
C=C(C)COc1ccccc1CN1CCC(NC(C)=O)(c2ccc(F)cc2)CC1,-33,6
O=C(Cn1ncc2cccn2c1=O)NC(c1ccccc1)c1ccccc1,7,8
Cc1ccc2[nH]c(=O)c(CN(CC3CCCO3)C(c3nnnn3Cc3ccco3)C(C)C)cc2c1 (centres undefined),54,9
CCCc1nnc(SCC(=O)N2CCCC2)n1CCCOC,-30,9

Bioassay records deposited in PubChem BioAssay by Emory University Molecular Libraries Screening Center.
